Compound activity (PubChem BioAssay)
ATG4B inh = inhibitors of human ATG4B cysteine protease; AID 504462; ATG4B cleavage of LC3-PLA2, NBD-HPC fluorescence, 1 h; inhibition, % at 8.33 µM; 0.51% of 340,000 active; Q9Y4P1; in the data active = inhibition above about 40%
Target sequence (Q9Y4P1 whole entry, looked up): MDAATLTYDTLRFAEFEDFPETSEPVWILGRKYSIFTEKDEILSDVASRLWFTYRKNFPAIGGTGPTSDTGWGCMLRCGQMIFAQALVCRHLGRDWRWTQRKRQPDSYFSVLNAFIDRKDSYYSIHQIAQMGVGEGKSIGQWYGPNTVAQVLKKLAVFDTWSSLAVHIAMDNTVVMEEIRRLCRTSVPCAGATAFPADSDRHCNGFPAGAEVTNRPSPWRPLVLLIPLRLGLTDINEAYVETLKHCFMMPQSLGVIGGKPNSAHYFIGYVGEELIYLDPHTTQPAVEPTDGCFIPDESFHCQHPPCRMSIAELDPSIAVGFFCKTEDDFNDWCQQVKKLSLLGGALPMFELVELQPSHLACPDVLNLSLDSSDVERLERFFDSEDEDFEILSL
SENP1 inh = blocks the human SENP1 SUMO protease catalytic domain. AID 624204. recombinant SENP1 catalytic domain, CyPet-SUMO1-YPet FRET cleavage. 0.21% of 360,000 active. inhibition, % at 10 µM. Q9P0U3;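 active = inhibition at least 30% at 10 µM, raw YFP signal under a set limit, fluorescence ratio 0.5 to 1.5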;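 also: 0% = enzyme with DMSO and 100% = no enzyme wells; some results filed as inactive read as strong as hits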
Target sequence (Q9P0U3 419-644 limits assumed): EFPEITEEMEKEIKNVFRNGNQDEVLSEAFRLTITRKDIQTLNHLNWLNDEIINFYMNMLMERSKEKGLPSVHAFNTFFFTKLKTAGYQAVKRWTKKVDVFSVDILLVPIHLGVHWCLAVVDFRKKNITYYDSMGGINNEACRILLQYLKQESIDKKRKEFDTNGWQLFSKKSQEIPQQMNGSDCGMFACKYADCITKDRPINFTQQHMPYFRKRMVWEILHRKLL
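Test system: human SENP1 catalytic domain; medium: Tris pH 8 buffer plus EDTA, NaCl, BME, BSA, NP40, catalase; incubation: 50 min reaction at room temperature; technique: FRET, CFP and YFP emission; controls: no-enzyme low control and enzyme-plus-DMSO high control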
PfGluPho inh = PfG6PD (Plasmodium falciparum) enzyme inhibition; inhibition, % at 20 µM; 0.78% of 350,000 active; PfGluPho enzyme, NADPH resazurin-diaphorase fluorescence;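 active = inhibition reaching at least a set limit at 20 µM in the primary screen, cut at about 59% in these data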;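 also: 0% = DMSO wells with substrate and 100% = DMSO wells lacking glucose-6-phosphate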
GRIN3A LBD mod = modulators (binders) of human NR3A ligand-binding domain. NR3A LBD differential scanning fluorimetry, Tm shift; 0% = protein alone, 100% = glycine-bound protein. Tm shift relative to glycine control, % at 25 µM. 2.5% of 340,000 active;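 active = melting temperature shift of at least 10% of the positive control shift, at one fixed dose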
hIAP activ = increases human intestinal alkaline phosphatase activity. P09923. purified human IAP, CDP-Star luminescence, 30 min; hits give high values; 1 = vehicle-only enzyme, 0 = enzyme-free background. activation factor at 10 µM. 0.16% of 330,000 active. AID 2524;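 active = activation factor of the enzyme at least 2-fold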; also: the source names both 10 and 20 µM as test concentration; values of inactives mirror those of a sister screen read the other way
SENP6 block = SENP6 protease inhibition; 1.8% of 330,000 active; Q9GZR1; inhibition, % at 10 µM; Recombinant SENP6 catalytic domain, aminoluciferin luminescence;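 active = inhibition above about 50% at the single tested dose, limit read from the data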;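 also: plate controls were DMSO wells with enzyme for no effect and DMSO wells lacking enzyme for full effect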
MPTP inh = permeability transition pore inhibition. isolated mouse mitochondria, Ca2+ swelling absorbance, 30 min. inhibition, % at 10 µM. 1.4% of 360,000 active. AID 602449;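 active = inhibition of 50% or more, scaled per plate between neutral and stimulator controls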;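 also: 0% = DMSO wells given calcium and 100% = 1 mM EGTA wells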
SENP8 inh = blocks human SENP8 cleavage of Nedd8 substrate | Q96LD8 | recombinant SENP8, Nedd8 substrate fluorescence | inhibition, % at 20 µM | 0.64% of 360,000 active | AID 602440; in the data active = inhibition mostly above about 40%, no sharp cut-off; inactive = mostly below about 27%
Target sequence (Q96LD8 whole entry, looked up): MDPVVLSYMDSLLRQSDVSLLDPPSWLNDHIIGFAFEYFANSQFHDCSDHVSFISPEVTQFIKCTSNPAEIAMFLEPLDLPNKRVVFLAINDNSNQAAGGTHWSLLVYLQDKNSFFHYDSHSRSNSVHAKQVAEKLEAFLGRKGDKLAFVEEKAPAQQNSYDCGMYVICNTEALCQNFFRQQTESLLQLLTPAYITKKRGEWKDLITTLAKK
* hit, by the source's call; . = not tested or not shown.

No.	mol	hIAP activ	ATG4B inh	SENP1 inh	PfGluPho inh	GRIN3A LBD mod	SENP6 block	MPTP inh	SENP8 inh
1	CCOC(=O)c1ccc(NC(=S)N(CCCN2CCN(CC)CC2)Cc2cccs2)cc1	1.08	1.3	4.4	-0.5	1.4	14.5	1.4	24.5
2	Cc1sc2ncnc(SCC(=O)Nc3ccc(S(=O)(=O)N4CCOCC4)cc3)c2c1C	0.709	-5.4	-4.9	9.4	-7.6	6.7	-1.1	-20.1
3	Cn1c(SCC(=O)Nc2ccc(N3CCOCC3)cc2)nnc1C1CC1	.	2.5	0.6	2.6	-0.1	.	-1.5	15.0
4	CCCOc1ccc(/C=N/NC(=O)c2ccc(Cn3cc([N+](=O)[O-])cn3)o2)cc1	1.19	-6.2	1.9	-7.6	-6.6	-5.9	2.1	-24.6
5	CN(C)CCCn1c2c(c(SCC(=O)Nc3cccc4ccccc34)nc1=O)CCC2	1.03	-5.3	-1.1	11.4	.	-9.3	-1.6	-58.6
6	Cc1[nH]c(=O)c(C#N)c(C)c1CCC(=O)NCc1cccc(C(F)(F)F)c1	1.13	-14.6	-1.4	9.2	-0.6	-10.3	-0.9	-64.9
7	CN1C[C@@H]2[C@@H]3C(=O)N(Cc4ccccc4)C(=O)[C@@H]3[C@](C)(C1=O)N2C(=O)c1ccc(Cl)cc1	0.874	-15.0	2.2	-4.0	-0.7	-8.8	-0.4	5.0
8	CCN(Cc1ccccc1)C(c1ccc(C)cc1)c1nnnn1C(C)(C)CC (configuration not stated)	0.922	-11.7	-0.6	0.2	-3.5	-0.8	3.5	22.6
9	O=C(COC(=O)COc1cccc(C(F)(F)F)c1)Nc1ccc(N2CCOCC2)cc1	1.04	-6.3	2.0	3.3	0.6	-12.4	0.2	8.8
10	CN(C(=O)c1ccccc1NC(=O)C(F)(F)F)c1ccccc1	0.879	-16.4	-0.6	-9.2	4.4	-6.6	0.9	11.5
11	COc1ccc(C(CNC(=O)c2oc3cc(C)c(Cl)cc3c2C)N2CCCCC2)cc1 (configuration not stated)	1.16	-8.1	-0.5	17.2	1.6	-5.9	71.3*	13.9
12	Cc1ccc(S(=O)(=O)N(CC(=O)N/N=C\c2cccs2)c2cccc3cccnc23)cc1	0.989	-11.4	0.8	7.0	-1.0	-9.1	-0.2	6.4
13	COc1ccc(OC)c(NC(=O)c2cc(-c3cc(Cl)ccc3O)n[nH]2)c1	0.994	11.3	-1.6	-8.2	33.2*	1.0	84.6*	-10.5
14	Cc1ccc(S(=O)(=O)N/N=C2/CC(=O)CC(C)(C)C2)cc1[N+](=O)[O-]	0.956	2.5	-0.4	-9.2	-1.1	-4.7	0.1	9.2
15	COc1ccc(N2CCN(C(c3cc4cc(C)ccc4[nH]c3=O)c3nnnn3Cc3ccccc3)CC2)cc1 (configuration not stated)	1.67	-4.4	-5.4	49.5	-3.6	5.7	4.3	-27.2
16	CCCCSc1ncnc2[nH]ncc12	1.56	-0.5	0.5	-5.1	-4.8	-0.1	0.6	16.0
17	CC1(C)CNC(=O)CC(C)(C)N1O	0.934	-4.2	3.3	-18.7	-12.6	-15.7	0.3	9.9
18	Cc1cc(-c2nnc(SCc3ccccn3)o2)no1	1.14	-10.8	1.2	2.2	0.5	-19.6	1.2	7.5
19	Nc1ncnc2[nH]c(=S)[nH]c12	.	0.7	-3.6	28.9	0.6	.	-2.4	-7.8
20	CC(=O)NC1C(OCc2ccccc2)OC2COC(c3ccccc3)OC2C1OCC(=O)O (configuration not stated)	0.996	0.3	-0.6	10.8	-2.1	1.9	0.1	12.2
21	Cc1cc(Br)ccc1-n1[nH]c(C)c(C=Nc2cccc3nsnc23)c1=O	0.947	-3.2	39.7*	19.4	-10.9	14.2	1.3	53.9*
22	COc1ccc(-c2c(C(C)=O)c(C)n(C)c2C)cc1	1.08	6.0	1.5	5.2	2.7	-0.4	0.4	5.1
23	COc1ccc(/C=N/NC(=O)c2cccc(NC(=O)c3ccccc3Cl)c2)cc1	0.875	-8.1	2.1	9.8	-1.0	12.1	-2.0	-17.9
24	Cc1csc(SCC(=O)Nc2ccc(C)c(F)c2)n1	0.833	2.6	0.5	13.8	-7.6	-18.7	-0.1	18.1
25	CCC(CC)c1nnc(NC(=O)c2cc([N+](=O)[O-])ccc2N2CCOCC2)s1	0.851	-3.5	-0.5	21.6	0.9	-2.3	0.1	20.6
26	COC(=O)c1[nH]c2ccccc2c1NC(=O)c1ccccc1F	1.15	2.7	3.4	-6.5	2.4	-21.5	0.4	5.6
27	COc1cc(OC)cc(C(=O)NCCCN2CCN(CCCNC(=O)c3cc(OC)cc(OC)c3)CC2)c1	0.925	-4.0	-1.6	5.9	3.5	-7.5	0.0	4.3
28	Cc1c(C#N)c2ccccc2n1CC(=O)N1CCCc2ccccc21	0.86	-4.7	-3.9	17.0	-6.7	-11.7	-0.7	12.9
29	CC(C)=CCN1CCN(CC#Cc2ccccc2)CC1CCO (configuration not stated)	1	-4.0	-3.5	0.4	1.3	10.8	1.8	5.4
30	CC1CCC2(CC1)NC(=O)N(CC(=O)Nc1cccc(S(=O)(=O)N3CCCCC3)c1)C2=O (configuration not stated)	0.998	-7.4	0.3	-1.0	-2.6	-4.4	-1.4	4.5
31	Cc1cc(C)c(C(=O)COC(=O)c2ccc([N+](=O)[O-])o2)cc1C	1.05	-7.2	-0.7	15.8	-0.6	19.3	0.6	19.5
32	CC(=O)N1CCC(C(=O)Nc2ccccc2)(N(Cc2ccccc2)C(=O)c2cccnc2)CC1	1.08	-6.2	0.6	-8.6	0.6	-12.2	-1.4	34.0
33	O=C(Nc1ccc(Cl)cn1)c1cc2ccccc2o1	0.999	1.5	3.1	38.2	-6.3	73.6*	-0.4	8.0
34	COc1ccc(CNC(=O)c2ccccc2[N+](=O)[O-])cc1	0.89	-4.7	0.0	1.7	1.3	-7.7	-4.7	14.0
35	CC1C(=O)N(Cc2cn(Cc3ccco3)nn2)CCS(=O)(=O)N1Cc1ccc(-c2cccc(CO)c2)cc1 (configuration not stated)	.	.	-2.0	-2.4	.	.	0.8	1.9
36	COC(=O)c1ccccc1NC(=O)C1CCN(C(=O)c2cc(OC)c(OC)c(OC)c2)CC1	1.14	-17.2	3.7	-20.5	1.1	-36.0	-0.3	3.8
37	CCOC(=O)CN(C(=O)COC(=O)C1(c2ccccc2)CC1)c1ccc(F)cc1	1.05	5.4	0.6	3.0	-0.4	-0.1	-0.1	2.4
38	Cc1ccc(C)c(SCC(=O)Nc2cccnc2Cl)c1	0.904	-5.8	3.0	13.9	0.6	11.0	-1.6	6.8
39	Cc1ccccc1NC(=O)CSc1nc2ccccc2c2nc(CCn3cncc3C)nn12	1.31	-1.4	0.1	-1.6	-2.4	-18.9	2.4	13.0
40	COc1ccc(-c2[nH]ncc2/C=N/NC(=O)c2cc(Br)ccc2O)c(OC)c1	0.912	7.4	-3.2	13.7	9.7	-0.9	12.8	-289.3

Rewritten with values under each structure: two of the compounds above
Results follow in this order: hIAP activ | ATG4B inh | SENP1 inh | PfGluPho inh | GRIN3A LBD mod | SENP6 block | MPTP inh | SENP8 inh
(39) Cc1ccccc1NC(=O)CSc1nc2ccccc2c2nc(CCn3cncc3C)nn12
  1.31 | -1.4 | 0.1 | -1.6 | -2.4 | -18.9 | 2.4 | 13.0
(40) COc1ccc(-c2[nH]ncc2/C=N/NC(=O)c2cc(Br)ccc2O)c(OC)c1
  0.912 | 7.4 | -3.2 | 13.7 | 9.7 | -0.9 | 12.8 | -289.3

Following part
No.	mol	hIAP activ	ATG4B inh	SENP1 inh	PfGluPho inh	GRIN3A LBD mod	SENP6 block	MPTP inh	SENP8 inh
41	Cn1cnc2c(N/N=C/c3cccs3)ncnc21	1.08	-0.8	1.1	-2.1	2.0	-14.2	0.8	0.8
42	CC(=O)NCCNc1ccc([N+](=O)[O-])cn1	0.954	-7.5	1.9	5.9	-0.1	1.5	0.1	8.7
43	COc1cccc(NC(=O)CSc2nnc(CNC(=O)c3ccco3)n2C)c1	0.859	2.2	1.2	-9.7	.	-3.0	-0.5	11.5
44	O=C(Nc1nc2c(s1)CCCC2)c1ccc(Br)s1	0.874	24.3	0.6	68.4*	1.7	59.6*	0.1	-42.6
45	CC(=O)c1cccc(S(=O)(=O)NCC(c2ccco2)N2CCCCC2)c1 (configuration not stated)	1.11	2.8	-1.9	-7.3	0.9	-1.1	0.1	32.5
46	COc1ccc(-c2nonc2NC(=O)c2oc3ccc(F)cc3c2C)cc1OC	1.1	-7.5	-1.1	-3.6	1.3	5.0	2.0	3.3
47	CCOc1ccc(N2C(=O)CC(Cc3ccc(Br)cc3)C2=O)cc1 (configuration not stated)	0.732	0.2	-1.5	-4.8	2.8	4.0	1.3	12.4
48	O=C(c1n[nH]c(=O)c2ccccc12)N1CCN(S(=O)(=O)c2ccccc2Cl)CC1	1.2	1.4	-1.0	-3.8	-3.0	-15.7	0.6	8.2
49	O=C(COc1ccc(/C=N/NS(=O)(=O)c2ccccc2)cc1)N1CCOCC1	0.971	-4.1	0.2	-50.3	-0.9	-18.2	-1.2	5.6
50	CCCCC1(C)OC(=O)C(=Cc2ccc(-c3ccc(Cl)c(C(=O)O)c3)o2)C(=O)O1 (configuration not stated)	0.959	1.1	-2.4	37.9	1.4	-5.2	4.9	-21.8
51	CC(NC(=O)c1ccccc1Cl)c1ccc(-n2ccnc2)cc1 (configuration not stated)	1.31	7.7	1.3	12.8	0.9	-6.4	-1.2	5.9
52	CCC1CCCCN1CCCNC(=O)COc1cc(=O)n(C)c2ccccc12 (configuration not stated)	1.06	0.1	-15.9	4.0	2.2	-3.0	0.8	14.0
53	NC(=O)CSc1nnnn1-c1ccc(OC(F)(F)F)cc1	0.895	-6.5	-0.1	-14.7	-2.6	-4.4	-0.1	26.6
54	COc1cccc(/C=C/C(=O)OCC(=O)NCCC2=CCCCC2)c1OC	1.1	0.5	-0.7	1.2	1.2	-28.2	-1.1	-346.1
55	O=C(CSc1nnc(COc2ccccc2F)n1-c1ccccc1)NC1CCS(=O)(=O)C1 (configuration not stated)	1.09	-6.7	1.2	7.2	0.2	-23.3	1.9	4.1
56	COc1ccc(S(=O)(=O)n2[nH]c(=O)c(CCO)c2C)c([N+](=O)[O-])c1	1.04	-6.7	0.1	9.6	15.6*	-12.8	-0.6	14.0
57	COc1ccc(OC)c(S(=O)(=O)N(C)CC(=O)N2CCN(c3ccccc3F)CC2)c1	1.02	-6.2	-5.2	-5.7	-1.7	1.2	-2.1	29.2
58	CN(C)CCCNc1ccc(S(N)(=O)=O)cc1[N+](=O)[O-]	0.789	36.0	0.2	-12.6	1.0	-13.6	0.3	9.9
59	CCOC(=O)C1=C(C)Nc2ncnn2C1c1cccs1 (configuration not stated)	1.35	-8.6	0.6	7.7	-1.3	-13.1	-0.7	7.5
